Screens (PubChem)
M1 agonist: activates the M1 muscarinic receptor; CHO-M1 cells, Fluo-4 calcium fluorescence, agonist mode; hits give high values; B-score at 10 µM; hit rate 3% among 64,000;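 active means fluorescence rise, raw or as B-score row- and column-corrected plate score, outside the 99.7% band of its plate's samples, either direction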
S1P1 ag-PAM: S1P1 (human) agonism or agonism potentiation; P21453; S1P1 CRE-bla cells, forskolin, beta-lactamase FRET, potentiator mode; S1P1 agonist co-added at EC20, 2 nM; 100% = saturating reference agonist, 0% = basal; activation, % at 9.5 µM; hit rate 0.57% among 56,000; AID 449;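 active means activation above a cutoff set at the mean activation of all tested compounds plus 3 SD, cut at about 54% in these data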;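 further: forskolin at 4 µM as EC80 and the EC20 agonist is SEW2871; 100% = SEW2871 at its EC100 plus forskolin at EC80; some compounds past the cut are filed as inactive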
HTR1E agonist: activates the human 5-HT1E serotonin receptor. activation, % at 6 µM. CHO 5-HT1E Ga15 NFAT-bla reporter, FRET; 0% DMSO wells, 100% control agonist wells. AID 574. hit rate 0.69% among 65,000;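 active means activation above a set limit, the screen-wide mean activation plus 3 SD, cut at about 8.5% in these data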;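 further: 100% = positive control agonist at 1 µM giving full maximal response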
M1 antag: blocks the rat M1 muscarinic receptor response to acetylcholine; CHO-M1 cells, Fluo-4 calcium, ACh EC80 antagonist mode; hits give low values; AID 628; B-score at 10 µM; hit rate 3.4% among 64,000;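 active means calcium fluorescence response, raw or row-and-column corrected B-score, differing from the plate sample mean either way at a set confidence level, mostly lower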
Target sequence (P08482 whole entry, looked up): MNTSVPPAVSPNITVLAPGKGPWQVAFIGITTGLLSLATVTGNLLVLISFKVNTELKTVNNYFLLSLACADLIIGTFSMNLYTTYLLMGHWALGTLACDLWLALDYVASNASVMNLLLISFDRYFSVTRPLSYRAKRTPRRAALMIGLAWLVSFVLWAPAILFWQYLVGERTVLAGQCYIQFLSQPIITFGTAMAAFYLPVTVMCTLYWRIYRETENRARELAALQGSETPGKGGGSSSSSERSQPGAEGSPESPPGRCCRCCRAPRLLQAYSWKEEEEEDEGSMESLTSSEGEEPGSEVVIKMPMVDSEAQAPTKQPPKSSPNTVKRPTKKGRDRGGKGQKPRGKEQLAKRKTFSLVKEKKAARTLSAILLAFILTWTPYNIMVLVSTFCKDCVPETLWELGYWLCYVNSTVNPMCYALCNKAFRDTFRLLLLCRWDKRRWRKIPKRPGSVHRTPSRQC
5HT1E antag: blocks the human 5-HT1E serotonin receptor; AID 571; CHO 5-HT1E Ga15 NFAT-bla reporter, FRET, antagonist; inhibition, % at 6 µM; P28566; hit rate 0.99% among 65,000;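 active means inhibition above a set limit, the mean inhibition across every tested compound plus 3 SD, cut at about 29% in these data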;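 further: signal is the 460 over 535 nm emission ratio of beta-lactamase substrate; 0% = agonist plus DMSO wells and 100% = wells without agonist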
HTR1A agonist: activates the human 5-HT1a serotonin receptor. AID 567. hit rate 0.56% among 65,000. activation, % at 10 µM. P08908. CHO 5-HT1a Ga15 NFAT-bla reporter, FRET ratio; 0% basal, 100% maximal reference agonist;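 active means activation above the screen-wide mean activation plus 3 SD, cut at about 19% in these data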;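 further: 0% = DMSO wells and 100% = 5-CT at EC100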
Target sequence (P08908 whole entry, looked up): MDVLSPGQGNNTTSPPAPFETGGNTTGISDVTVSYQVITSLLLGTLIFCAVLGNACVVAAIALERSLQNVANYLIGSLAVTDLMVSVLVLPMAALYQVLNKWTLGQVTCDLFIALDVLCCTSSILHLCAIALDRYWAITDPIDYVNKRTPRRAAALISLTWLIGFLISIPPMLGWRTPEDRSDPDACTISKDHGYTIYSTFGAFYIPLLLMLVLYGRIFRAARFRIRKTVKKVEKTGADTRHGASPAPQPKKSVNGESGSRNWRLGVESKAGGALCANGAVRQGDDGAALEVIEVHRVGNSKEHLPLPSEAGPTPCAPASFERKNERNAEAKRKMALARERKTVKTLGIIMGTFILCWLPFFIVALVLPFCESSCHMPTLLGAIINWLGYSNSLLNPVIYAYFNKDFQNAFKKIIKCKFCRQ
5HT1a antag: 5-HT1a (human) receptor antagonism | inhibition, % at 10 µM | CHO 5-HT1a Ga15 NFAT-bla reporter, antagonist mode | hit rate 0.68% among 62,000 | P08908 | AID 612;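 active means inhibition above the mean of all tested compounds plus 3 SD, cut at about 43% in these data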;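 further: receptor stimulated by 5-CT agonist at 100 nM near EC80; beta-lactamase reporter measured by ratiometric fluorescence of a cleavable substrate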
Jurkat tox 60K: reduces viability or proliferation of Jurkat cells; Jurkat E6.1 viability, ATP luminescence, 48 h; inhibition, % at 4 µM; hit rate 1.2% among 56,000;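 active means inhibition above the mean inhibition of all tested compounds plus 3 SD, cut at about 28% in these data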
S1P3 agonist: S1P3 (human) receptor agonism. Q99500. S1P3 NFAT-BLA reporter cells, FRET ratio; relative to 1 µM S1P, basal subtracted. activation, % at 4.5 µM. hit rate 0.1% among 60,000. AID 373;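 active means activation above the screen-wide mean plus 3 SD, cut at about 4.5% in these data, passing the limit was not always enough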; further: some compounds called inactive have numbers as strong as hits
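Assay system: stable CHO line with human S1P3, Gα16, NFAT-BLA reporter; Detection: FRET β-lactamase substrate fluorescence, excitation 405 nm, 460/535 nm emission ratio, background-subtracted; Read-out: percent activation versus median 1 µM S1P response, basal-subtracted, per plate; Incubation: cells plated overnight, compound 4 h 37 °C, substrate 2 h RT.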
Active calls of the source: *; x = not tested or not shown.

no.	structure	M1 agonist	S1P1 ag-PAM	HTR1E agonist	M1 antag	5HT1E antag	HTR1A agonist	5HT1a antag	Jurkat tox 60K	S1P3 agonist
1	COc1ccccc1N1C(=O)N(C(C)=O)C2C1Nc1ccccc1N2C (configuration not stated)	0.65	-17	0.5	-0.21	-2	-1.4	13	2	-1.1
2	CCOCCSc1nc2c(c(=O)[nH]c(=O)n2C)n1CCCc1ccccc1	0.87	-8	0.0	0.11	5	0.3	x	x	-3.4
3	Cc1ccc(-c2nn(C)c(=O)c3ccccc23)cc1S(=O)(=O)NCCO	-1.1	x	-0.5	-0.64	29*	-2.1	6	10	-1.3
4	O=C(NC1CCCCC1)C(c1cccs1)N(Cc1cccs1)C(=O)c1ccco1 (configuration not stated)	-0.86	-15	-0.8	-0.51	0	-0.4	50*	-1	-1.2
5	Cc1cc(C(=O)NCc2cccs2)n(-c2ccccc2)n1	-1	-24	0.8	-0.059	5	-2.2	-2	-1	-0.4
6	CCOC(=O)N1CCN(Cc2nc3c(c(=O)n(C)c(=O)n3C)n2Cc2cccc(C)c2)CC1	1.3	-5	1.9	-0.22	-1	1.9	-8	1	0.2
7	CC1(C)CC(=O)c2cnc(NC(=O)CSc3nc4ccccc4o3)nc2C1	-0.97	-17	0.5	1	6	-4.2	5	-9	-0.7
8	Cc1ccc(CCNC(=O)C2CCCN(S(=O)(=O)c3c(C)nn(C)c3C)C2)cc1 (configuration not stated)	0.018	-3	0.5	-0.91	9	-4.4	11	7	-0.6
9	COCCN1Cc2cccc(C(=O)NCc3ccccn3)c2C1=O	0.12	-14	-0.4	0.038	0	-2.4	-2	-6	-1.0
10	CCOC(=O)C1=C(C)OC(N)=C(C(=O)OCC)C1c1ccncc1 (configuration not stated)	0.76	-22	-1.0	0.64	-11	0.8	32	-4	-2.2
11	COc1ccc(NS(=O)(=O)c2ccc(C)c(C(=O)O)c2)cc1	-0.0094	4	-0.3	-0.12	5	-3.8	4	4	-0.3
12	CCOCC(=O)N1CCc2ccccc21	0.21	-4	-0.1	-0.0066	4	24*	6	-3	-0.3
13	COc1ccc(N2CCN(c3oc(-c4ccco4)nc3C#N)CC2)cc1	-0.28	-26	0.1	-0.24	-1	-0.1	3	-5	0.3
14	CC1(C)CC(=O)c2cc(C(=O)NC3CCSC3=O)c(=O)n(-c3ccccc3)c2C1 (configuration not stated)	-0.088	-9	-0.7	0.22	13	-3.1	0	6	-0.8
15	Cc1cc(Nc2ccc(F)cc2F)n2ncnc2n1	-0.22	0	1.3	0.43	0	-0.8	1	4	-1.6
16	Cc1ccc(Cn2nnc3c(=O)n(CC(=O)N4CCCCC4)cnc32)cc1	-0.23	12	0.1	-2.1	5	-1.0	-1	-3	0.3
17	CCOc1ccc(C(=O)OCn2nnc3ccccc3c2=O)cc1OC	0.84	-20	0.0	1.7	13	-1.6	5	-10	0.6
18	Cc1ccc(OCc2nnc(SCC(=O)Nc3ccc4c(c3)OCO4)n2C)cc1	-0.72	5	0.0	-0.64	-11	-2.1	0	3	-0.7
19	c1ccc2c(c1)CCN(CCCNc1nc3ccccc3n3cnnc13)C2	0.019	-15	1.2	-1.6	11	-1.6	10	6	-0.4
20	COc1ccc(NC(=O)CSc2nnc(-c3ccccc3)n2Cc2ccco2)c(OC)c1	1.1	12	0.9	0.016	5	1.7	10	-6	-0.6
21	Cn1c(C(=O)NCc2cccnc2)cc2sc(Cl)cc21	0.5	-19	0.2	0.28	3	-1.0	10	7	-0.8
22	CC(C)C(=O)Nc1cccc(C(=O)NCc2ccc(S(N)(=O)=O)cc2)c1	-0.71	0	-0.2	0.02	-2	-4.1	-1	-3	0.4
23	CCC(C)NC(=O)c1cnn2c1NC(c1ccc3c(c1)OCO3)CC2C(F)(F)F (configuration not stated)	-0.58	-47	0.0	0.76	-10	-1.5	-4	-1	2.4
24	O=c1cc(CSc2nnc(COc3ccccc3)o2)c2ccccc2[nH]1	-0.51	2	-0.6	0.031	-7	-0.1	3	-4	-1.6
25	Nc1ccc(SC(F)(F)F)cc1C(=O)c1ccccc1	0.51	-55	-0.1	-0.21	2	1.9	26	-4	0.1
26	CCC(Oc1ccccc1)C(=O)N1CC(C)CC(C)C1 (configuration not stated)	0	3	0.1	0	-4	0.3	-13	0	0.1
27	Cc1nn2c(-c3cccc(NC(=O)CSc4nc5ccccc5o4)c3)nnc2c2ccccc12	0.85	4	1.6	-0.95	14	1.4	-2	-3	-0.3
28	CN(Cc1nc2ccccc2n1C)C(=O)c1cccs1	0.13	-6	-0.1	0.29	6	-6.3	-15	2	-0.3
29	COCCOC(=O)c1c(C)oc2ccc(OC(=O)c3ccc4c(c3)OCO4)cc12	-0.77	-24	0.5	0.13	-7	-4.6	-5	1	-1.2
30	COc1ccccc1C(=O)N1CCN(C(=O)COc2cccc(C)c2)CC1	-0.46	-20	-0.8	0.16	-2	-2.9	3	4	-0.7
31	O=C(CCCn1ncn2c(cc3occc32)c1=O)N1CCc2ccccc2C1	0.15	-3	0.6	0.21	3	-0.9	-9	-9	-0.8
32	Cc1cc(=O)n2nc(N3CCC(C(=O)NCCC4=CCCCC4)CC3)sc2n1	-0.44	-6	-0.3	0.44	2	-2.4	-3	1	-0.7
33	Cc1ccc(-n2c(SCC(=O)N3CCOCC3)nnc2-c2cccnc2)cc1	-1.2	1	-0.2	0.64	4	1.6	2	-3	7.0
34	Cc1ccc(NCc2nnc(SCCN3CCCCC3)n2CC2CCCO2)c(C)c1 (configuration not stated)	0.044	12	-0.1	-1.3	1	-1.7	7	-2	-0.3
35	CCOc1ccc(-n2cnnn2)cc1S(=O)(=O)N1CCCCC1	0.67	x	0.2	0.16	-6	-1.1	-8	0	-0.7
36	CC(C)NS(=O)(=O)c1ccc2c(c1)oc(=O)n2C	0.91	-16	-0.9	0.031	14	-0.2	12	7	-0.9
37	COc1ccc(OC)c(-c2nc(C(N)=O)c3[nH]c(=O)n(-c4ccc(F)cc4)c3n2)c1	0.51	-19	-0.7	-1.2	7	-0.5	8	-3	-0.2
38	O=C(C1CCN(S(=O)(=O)N2CCC3(CC2)OCCO3)CC1)N1CCOCC1	0.91	x	-1.5	-1.4	6	-1.1	8	x	x
39	O=C(NC1CCCCCC1)c1ccc(N2CCCC2=O)cc1	0.32	22	1.1	-0.029	8	-5.4	7	6	-0.2
40	CCCOc1cccc(C(=O)Nc2cc(NC(=O)c3ccco3)ccc2OC)c1	0.56	-8	-0.8	-0.024	4	-3.7	32	3	-0.6
41	COc1ccc(CNC(=O)C(OC(C)=O)c2ccccn2)cc1 (configuration not stated)	-0.39	10	-0.4	0.31	1	-3.5	-7	0	-1.0
42	O=C(O)c1ccc(C2SCC(=O)N2Cc2ccccc2)cc1 (configuration not stated)	-0.09	8	0.3	0.82	-10	1.0	-4	-9	-0.5
43	Cn1cc(C(=O)NCCN2CCN(c3ccccc3F)CC2)c2c3ccccc3n(C)c2c1=O	-0.16	-14	0.5	-4.3*	2	1.6	-12	-3	-1.8
44	CCOc1ccc(N2C(=O)CCC2=O)cc1	0.64	x	-1.0	-0.1	8	6.6	-8	5	-0.2
45	CCOc1ccc2[nH]c(=O)c(CN(Cc3cccnc3)C(=O)Nc3ccccc3OC)cc2c1	-0.36	-3	-0.1	0.024	0	2.5	-5	4	-0.2
46	Cc1nc2ccccc2c(=O)n1/N=C/c1ccccn1	0.99	3	0.6	0.63	2	-3.0	2	3	-0.9
47	CCCCCc1nnc(NC(=O)OCCC)s1	0.0027	x	0.4	0.41	7	-0.9	-10	5	-0.4
48	CC(=O)NCCOc1ccc(C(=O)O)cc1	-0.14	-5	0.5	0.54	-8	-3.1	-8	-1	0.6
49	Cn1c(=O)c2c(nc(SCCN3CCOCC3)n2Cc2ccc(F)cc2)n(C)c1=O	0.34	2	1.0	0.81	12	2.0	-11	7	-0.7
50	COc1ccc(S(=O)(=O)Nc2ccc(F)c(F)c2)cc1Cl	-1.2	19	-0.8	0.0094	15	-2.2	13	12	-1.1
51	CCOC(=O)Cc1nnc(NC(=O)c2cccc(OCC)c2)s1	-0.3	5	-0.9	-0.66	8	-2.5	7	9	-1.2
52	O=c1cc(C(F)(F)F)nc(-c2ccccc2)[nH]1	0.38	-22	-0.4	0.71	-14	-3.3	-27	-3	-1.1
53	O=C(CN1CCN(CCC(=O)Nc2ccccc2F)CC1)Nc1ccc(F)cc1	-0.093	-19	-0.2	0.032	3	-2.8	5	0	0.0
54	O=C(Oc1ccccc1C(=O)Oc1ccccc1)c1ccco1	0.41	10	-0.1	-0.23	9	-1.0	-4	1	-2.1
55	O=C1CC(c2ccc(S(=O)(=O)NCc3ccncc3)cc2)CN1 (configuration not stated)	0.23	-21	0.5	0.62	-12	0.9	-16	8	-0.4
56	Cc1cc(NC(=O)CS(=O)(=O)c2cn(Cc3ccc(F)cc3)c3ccccc23)no1	0.11	20	0.3	0.54	0	-1.5	10	9	-0.3

Results in S1P1 ag-PAM, for 2 of the compounds above:
no.	SMILES	S1P1 ag-PAM
53	O=C(CN1CCN(CCC(=O)Nc2ccccc2F)CC1)Nc1ccc(F)cc1	-19
49	Cn1c(=O)c2c(nc(SCCN3CCOCC3)n2Cc2ccc(F)cc2)n(C)c1=O	2

(more compounds)
no.	structure	M1 agonist	S1P1 ag-PAM	HTR1E agonist	M1 antag	5HT1E antag	HTR1A agonist	5HT1a antag	Jurkat tox 60K	S1P3 agonist
57	Cc1ccc(S(=O)(=O)NCC(=O)N2CCOCC2)cc1	-0.93	1	1.5	-0.0063	-19	-2.6	3	-11	-0.6
58	CCCCN(CC)CCCNC(=O)CC1Oc2ccccc2NC1=O (configuration not stated)	0.29	-3	3.6	-0.63	-7	-4.0	6	8	-0.9
59	N#Cc1c2c(c(NCCCN3CCOCC3)n3c1nc1ccccc13)CCC2	-0.24	-18	1.1	-1.1	-4	5.4	5	-3	1.3
60	c1ccc(N(c2ccccc2)c2nc(-n3ccnc3)nc(-n3ccnc3)n2)cc1	0.34	-30	-0.6	-0.21	3	0.5	17	-6	-0.3
61	COCCCNC(=O)c1c(F)c(F)c(F)c(F)c1F	0.018	7	-0.3	-0.077	12	-1.1	10	0	-0.8
62	Cc1cccc(OCC(=O)Nc2cccc(-c3nnc(-c4ccccc4)o3)c2)c1C	0.029	-14	0.4	0.14	-8	1.4	-10	2	-0.2
63	O=C(c1ccccn1)N(Cc1cc2ccccc2[nH]c1=O)C1CCCCC1	1.9	-39	-0.2	-0.28	-8	4.5	-24	-5	-0.3
64	COc1ccc2nc(Nc3ccc4c(c3)OCO4)sc2c1	-0.25	-7	0.1	0.83	2	-2.5	4	-2	-1.4
65	CC(=NCCN1CCOCC1)C1=C(O)c2ccccc2C1=O	0.021	-14	0.8	-0.11	-2	-0.9	-8	0	-0.6
66	N#Cc1nc(-c2cccc3ccccc23)oc1N1CCCCC1	-1.1	0	1.4	-0.04	-6	1.2	-16	-1	1.4
67	Cc1ccc(C)c(CN2CCCNC2=O)c1	0.55	-13	0.1	-0.62	10	-2.7	5	-3	0.2
68	CC1CN(C(=O)c2cccc(S(=O)(=O)N3CCOCC3)c2)CC(C)O1 (configuration not stated)	-0.12	-10	-1.0	-0.0041	2	-3.1	-9	-1	0.3
